Compound activity deposited in PubChem BioAssay by several laboratories.
K1F lysis inhibition: protection from phage-mediated lysis, alamar blue read-out – E. coli UTI89, K1F phage, bacterial capsule biogenesis inhibitors (AID 488966); E. coli UTI89 K1F phage lysis, alamar blue, 2 h; higher % means a stronger effect; hit rate 0.02% among 340,000; inhibition, % at 100 µM, or IC50 in µM where a hit was titrated;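 active means phage lysis inhibition, versus mean bacterial control, above a set limit; inconclusive means no clear call, values can overlap the other calls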;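 further: capsule biogenesis inhibitors block K1F phage lysis so surviving cells raise fluorescence; higher fluorescence means more inhibition of phage lysis; actives were called in the ten point dose series up to 300 µM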
GPR35 antagonists: GPR35 antagonists blocking zaprinast-driven arrestin recruitment, primary screen, imaging, U2OS, beta-arrestin-GFP, zaprinast agonist (AID 2058); hit rate 0.052% among 290,000; U2OS GPR35 beta-arrestin-GFP translocation imaging, zaprinast antagonism; higher % means a stronger effect; inhibition, % at 10 µM, or IC50 in µM where a hit was titrated;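 active means inhibition of at least 50% with at least 30 cells and total cytoplasm GFP at most 10,000,000; inconclusive means under 30 cells or total GFP of 10,000,000 plus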
AID2073: inhibitors of Mint1-CaV2.2 protein interaction, biochemical, HTRF (AID 2073); HTRF protein-protein interaction, Mint1-CaV2.2; higher % means a stronger effect; inhibition, % at 20 µM, or IC50 in µM where a hit was titrated; hit rate 0.19% among 290,000; in the data active means inhibition mostly above about 51%, no sharp cut-off; inconclusive means no clear call, values can overlap the other calls; inactive means mostly below about 53%; further: some results filed as inactive read as strong as hits
GPR55 antagonists: GPR55 antagonists blocking LPI-driven arrestin recruitment, primary screen, imaging, U2OS, beta-arrestin-GFP, LPI agonist (AID 2013); U2OS GPR55 beta-arrestin-GFP translocation imaging, LPI antagonism; higher % means a stronger effect; inhibition, % at 10 µM, or IC50 in µM where a hit was titrated; hit rate 0.13% among 290,000;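 active means spots per cell inhibited over 60%, with over 100 cells counted and total cytoplasm intensity under 500,000; inconclusive means wells with under 100 cells, flagged as likely toxic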;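 further: U2OS cells stably carrying GPR55 and arrestin-GFP stimulated by 5 µM LPI near EC80; imaged beta-arrestin-GFP aggregate spots per cell after agonist stimulation; plate controls were LPI-stimulated DMSO wells for no effect and DMSO wells without LPI for full effect; some results filed as inactive read as strong as hits; confirmed hits need IC50 under 10 µM and bright autofluorescent wells are also inconclusive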
GPR55 activation: selective activators of receptor GPR55 – imaging, U2OS cells, beta-arrestin-GFP redistribution, primary screen (AID 1961); U2OS GPR55 beta-arrestin-GFP redistribution imaging; higher % means a stronger effect; one-dose activation, % at 10 µM; EC50 in µM for titrated hits; hit rate 0.048% among 290,000;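 active means activation above 40% with more than 50 cells counted in the well; inconclusive means wells holding fewer than 50 cells, flagged as toxic or sparse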;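 further: U2OS osteosarcoma cells stably expressing GPR55 and beta-arrestin-GFP; plate controls were DMSO negative control for no effect and LPI positive control for full effect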
NTR1 agonist: NTR1-driven beta-arrestin-GFP spot formation – imaging, U2OS cells, high content, primary screen (AID 493036); P30989; agonist mode; activation, % at 20 µM; hit rate 0.17% among 330,000;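 active means activation at or above 40% of the spot to cytoplasm intensity ratio, with at least 20 cells analyzed; inconclusive means wells under 20 cells, flagged as cytotoxic or low count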;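 further: 0% = DMSO without peptide and 100% = 100 nM NTR1 peptide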
Target sequence (P30989 whole entry, looked up): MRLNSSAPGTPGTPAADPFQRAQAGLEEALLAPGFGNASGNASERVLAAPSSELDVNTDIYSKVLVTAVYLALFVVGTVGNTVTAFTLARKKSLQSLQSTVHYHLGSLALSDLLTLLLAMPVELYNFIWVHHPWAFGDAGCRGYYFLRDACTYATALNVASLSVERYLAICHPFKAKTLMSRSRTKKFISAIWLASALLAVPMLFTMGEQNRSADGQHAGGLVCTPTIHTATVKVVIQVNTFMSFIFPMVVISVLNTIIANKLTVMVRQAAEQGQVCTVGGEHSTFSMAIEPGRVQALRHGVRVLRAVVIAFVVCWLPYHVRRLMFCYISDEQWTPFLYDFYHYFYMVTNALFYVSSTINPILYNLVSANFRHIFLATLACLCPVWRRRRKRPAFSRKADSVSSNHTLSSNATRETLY
SIAH1 antagonists: Siah-1 peptide-binding antagonists, primary screen, biochemical, fluorescence polarization, rhodamine-plectin, uHTS (AID 1817); displacement, % at 20 µM, or IC50 in µM where a hit was titrated; Siah-1 / rhodamine-plectin peptide fluorescence polarization; higher % means a stronger effect; hit rate 0.02% among 290,000;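 active means displacement of at least 50% at 20 µM, with a fluorescence ratio check between 0.3 and a set limit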;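 further: plate controls were Siah plus tracer with DMSO for no effect and tracer alone without Siah for full effect; strong numbers were not always called active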
HIV fusion peptide: inhibitors of HIV fusion peptide binding, primary screen, biochemical, uHTS, fluorescence dequenching (AID 1986); cell-free peptide binding, fluorescence dequenching, 30 min; higher % means a stronger effect; inhibition, % at 20 µM; hits with a dose series show IC50 in µM; hit rate 0.3% among 290,000; in the data active means inhibition mostly above about 52%, no sharp cut-off; inactive means mostly below about 76%; further: some results filed as inactive read as strong as hits
NS5 inhibitors: flavivirus cap methylation enzyme inhibition – biochemical, confirmation dose response, primary screen (AID 588689) | hit rate 0.3% among 340,000 | one-dose inhibition, % at 25 µM; IC50 in µM for titrated hits | Dengue-2 NS5 methyltransferase capping enzyme assay, biochemical; higher % means a stronger effect; in the data active means a potency from the dose series; inconclusive means inhibition above about 29% without an active follow-up result
NTR1 agonist cell count 20 µM: recorded beside NTR1 agonist, whose call it bears; cell count; measured here: cell count, cytotoxicity flag
Numbers without * were called inactive; u = inconclusive; x = no result given; [ ] = another dose, or the depositor's remark.

Every second line gives: K1F lysis inhibition, GPR35 antagonists, AID2073, GPR55 antagonists, GPR55 activation, NTR1 agonist, NTR1 agonist cell count 20 µM, SIAH1 antagonists, HIV fusion peptide, NS5 inhibitors
CCC(=O)N1c2ccc(S(=O)(=O)NCCc3ccc(C)cc3)cc2CC1C (stereo unspecified)
  0.3%, u, 6%, 10%, 0.8%, 0.5, 57, -4%, -1.8%, 3%
COc1cc(C(=O)Nc2ccc(C#N)cc2)c([N+](=O)[O-])cc1OC
  -0.1%, -11%, -1%, 5%, -1.2%, -0.8, 53, -2%, -3.0%, x
Cc1oc2cc3c(C(=O)N4CCCCC4)c(C)oc3cc2c1C(=O)N1CCCCC1
  -0.1%, -3%, 28%, 8%, 0.3%, -0.3, 36, -1%, -1.8%, 0%
COc1ccc(NS(=O)(=O)c2ccc(NC(=O)c3ccc(N(C)S(C)(=O)=O)cc3)cc2)c(OC)c1
  -0.1%, x, 18%, 10%, -0.3%, 3.0, 72, 19%, -0.1%, 4%
CN(C)N=Nc1ccc2nc[nH]c2c1
  -1.7%, 1%, -5%, -4%, -0.3%, 1.7, 51, -3%, 0.5%, -12%
CN(Cc1nc(Cc2ccccc2F)no1)[C@@H]1CS(=O)(=O)C[C@H]1O
  1.4%[50 µM], 0%, 9%, 0%, -0.1%, 2.5, 43, -3%, -0.2%, -5%
CCC(=O)N1CCN(c2ccc(NC(=O)c3ccc4c(c3)OCCO4)cc2)CC1
  0.0%, -18%, 5%, -9%, 0.0%, -0.3, 60, -3%, -0.7%, -5%
CCn1cc(/C=C(\NC(=O)c2ccccc2OC)C(=O)NCCCn2ccnc2)c2ccccc21
  0.4%, 4%, 7%, 10%, -0.2%, -0.5, 57, 14%, 1.6%, -3%
O=C(Cn1cc(C(F)(F)F)ccc1=O)N1CCN(S(=O)(=O)c2ccc(Cl)cc2)CC1
  1.8%, -6%, 2%, 7%, 0.3%, -2.9, 91, 2%, -0.8%, -1%
CC1Cc2cc(S(=O)(=O)NCCc3ccccc3)ccc2N1C(=O)C1CC1 (stereo unspecified)
  0.1%, 12%, 14%, -1%, -0.1%, 0.7, 50, -2%, 4.0%, -3%
CC(C)(CNC(=O)CCC1CCCC1)CNC(=O)CCC1CCCC1
  1.8%[50 µM], 0%, 6%, -2%, -0.1%, -0.6, 65, 3%, 0.9%, -1%
COc1cc(CCC(=O)OCC(=O)Nc2c(C)cc(C)cc2C)cc(OC)c1OC
  5.0%, -7%, 18%, 16%, -0.1%, 1.0, 33, 3%, 2.0%, 0%
CC1CC(C)CN(C2CCCCC2NS(=O)(=O)c2ccc(Cl)cc2)C1 (stereo unspecified)
  0.2%, 6%, 10%, 15%, 0.0%, 0.3, 97, 4%, -0.3%, -2%
O=C(CCN1CCN(c2ccccc2F)CC1)Nc1ccccc1Cl
  0.1%, -11%, 6%, -14%, 0.3%, -1.7, 52, 7%, 0.1%, -4%
CCc1nc2ccc(C(=O)N3CCN(c4ccc([N+](=O)[O-])cc4)CC3)cc2nc1CC
  0.1%, 2%, 4%, 7%, 0.2%, 2.4, 84, -2%, -0.4%, -13%
CC1CC(C)CN(C(=O)C2CCN(S(=O)(=O)c3cccc4cccnc34)CC2)C1 (stereo unspecified)
  0.2%, -4%, 2%, 16%, -0.1%, 0.8, 58, 13%, -0.3%, -8%
O=C(N/N=C/c1ccc(-c2ccc([N+](=O)[O-])cc2)o1)C(O)c1ccccc1 (stereo unspecified)
  -0.2%, 0%, 8%, 0%, 0.1%, 2.2, 78, -1%, 4.9%, -46%
O=S(=O)(NC(=NCc1ccccc1)c1ccccc1)c1ccccc1
  -0.1%, 15%, 8%, -1%, 0.5%, -1.7, 45, -4%, -0.6%, -8%
CCOc1ccc(CNC(=O)CCC(=O)n2ncc3ccc(Cl)cc32)cc1
  -0.9%, -1%, -1%, 18%, 0.0%, -0.6, 91, 2%, 0.5%, -4%
CCOC(=O)CSc1cccc2cccnc12
  0.4%, -13%, -20%, 8%, -0.3%, 1.4, 67, -10%, 1.4%, -4%
CN(C1=NS(=O)(=O)c2ccccc21)c1ccc(OC(=O)c2ccncc2)cc1
  -0.3%, 19%, -1%, 12%, 0.3%, 0.6, 46, 2%, 0.5%, -18%
COc1ccc(CN(C)CC(=O)Nc2sc3c(c2C#N)CCC3)cc1OC
  -0.2%, 2%, u, 5%, 0.3%, 0.5, 46, -6%, -1.1%, -15%
COC(=O)c1c(NC(=O)/C=C/c2ccc3c(c2)OCO3)sc(C)c1C
  4.2%, 14%, 5%, 10%, 0.1%, 2.8, 49, 1%, 0.8%, 1%
COc1cccc(/C=N/NC(=O)c2cccc([N+](=O)[O-])c2)c1OS(=O)(=O)c1ccc(C)cc1
  0.3%, -5%, 7%, 12%, 0.2%, 0.3, 79, 4%, -4.2%, 4%
CC(NC(=O)C1CCCCC1)C(c1cccs1)N1CCOCC1 (stereo unspecified)
  -0.5%, -6%, -4%, 5%, -0.1%, -2.8, 55, 6%, -0.8%, -4%
Cc1cc(C(=O)N/N=C/c2c(C)[nH]n(-c3ccccc3)c2=O)n[nH]1
  -0.9%, 3%, u, -7%, 0.0%, -0.6, 39, -7%, 3.9%, -1%
CCOc1ccc2ccccc2c1/C=N/NC(=O)CC1(C)OCCCO1
  3.4%, 8%, -4%, 1%, 0.1%, -0.6, 50, -6%, -2.8%, 3%
COc1cc(NC(=O)c2cccc([N+](=O)[O-])c2C)ccc1NC(=O)c1ccco1
  1.6%[50 µM], 7%, 4%, 11%, -0.2%, -1.1, 67, 2%, -0.2%, -3%
COc1ccc(NC(=O)/C(C#N)=C/c2c(C)nn(-c3ccc(F)cc3)c2Cl)cc1Cl
  0.0%, -3%, 2%, 17%, 3.8%, 9.5, 60, -2%, 4.9%, -6%
O=[N+]([O-])c1cnccc1Nc1ccc(F)cc1
  -1.1%, -8%, 1%, -1%, 0.0%, 2.6, 54, -5%, 0.6%, -9%
COc1ccc(-n2c(=O)c3ccccc3n(CC(=O)NC3CCCCC3)c2=O)c(OC)c1
  0.4%, 11%, 3%, 26%, -0.1%, 1.4, 68, 1%, 9.9%, -4%
O=C(/C=C/c1ccc(Cl)c(Cl)c1)NCc1ccco1
  1.3%, -3%, 1%, 11%, 0.5%, 0.9, 48, 6%, 6.5%, -5%
COc1ccc(N2CC(O)=C(c3nc4ccccc4s3)C2=N)c(OC)c1
  0.1%, -2%, 17%, 1%, 0.5%, 2.6, 73, -2%, -1.8%, 6%
CN(C)S(=O)(=O)N1CCN(S(=O)(=O)N2CCOCC2)CC1
  0.5%, 25%, -2%, 10%, 0.1%, -0.9, 43, -2%, -1.3%, 0%
Cn1c(C(=O)N2CCCC(C(=O)N3CCN(C(=O)c4ccco4)CC3)C2)cc2sccc21 (stereo unspecified)
  7.2%, 5%, 2%, 11%, -0.1%, -1.0, 51, 4%, -1.4%, -2%
CCC(C)(C)c1nnc(NC(=O)C2CCN(C(=O)c3ccco3)CC2)s1
  -0.1%, 13%, -24%, -8%, 1.2%, -0.4, 44, 0%, 2.0%, 10%
O=C(c1ccccc1)N1N=C(C(F)(F)F)CC1(O)c1ccc(F)cc1 (stereo unspecified)
  -0.9%, 14%, -13%, 3%, 0.3%, 0.2, 51, -9%, -1.8%, -9%
Cc1nn(C)cc1CNC(=O)/C=C/c1cnn(C)c1
  3.4%, -4%, -1%, 10%, -0.2%, x, x, 3%, 9.8%, 1%
CCOC(=O)Cn1nnnc1C(C(C)C)N(Cc1cccs1)Cc1cc2cc(C)ccc2[nH]c1=O (stereo unspecified)
  0.0%, -5%, 3%, -1%, 0.1%, 17, 75, -4%, -0.7%, -7%
CCOC(=O)C(Cc1ccccc1)NC(=O)Cn1nnc(-c2ccc(SC)cc2)n1 (stereo unspecified)
  -0.3%, 2%, -4%, 13%, -0.1%, -1.2, 83, 2%, -1.6%, -2%
O=C(CC(Nc1ccccc1)C(=O)O)c1ccccc1 (stereo unspecified)
  0.6%, 17%, 17%, -2%, -0.2%, -1.8, 66, -3%, 0.4%, 20%
NC(=O)C1CCN(C(=O)C2(NC(=O)Nc3cccc(F)c3)CCCCC2)CC1
  0.1%, 9%, 2%, 14%, -0.2%, -1.8, 39, 6%, -1.3%, 4%
O=C(Nc1ccccc1)c1cc(N2CCOCC2)nc2ccccc12
  -0.5%, -2%, 14%, 3%, 0.2%, -0.2, 40, 2%, -1.1%, -11%
Cc1ccccc1NC(=S)NC(=O)c1cc(-c2ccccc2)nc2ccccc12
  2.2%, 11%, -2%, 22%, -0.1%, 4.0, 56, -2%, -5.2%, -2%
CCC(C(=O)OCC(=O)Nc1c(Cl)cc(Cl)cc1Cl)c1ccccc1 (stereo unspecified)
  -0.1%, 4%, -7%, 14%, u, -1.5, 72, -1%, -1.6%, -4%
CCCC(=O)Nc1cccc(NC(=O)c2ccc3c(c2)OCCO3)c1
  0.0%, -7%, 31%, 22%, 0.0%, 0.2, 58, 2%, 1.3%, -2%
Cn1nc(C2CC2)cc1NC(=O)CC(CC(=O)O)c1ccccc1 (stereo unspecified)
  x, -2%, 17%, -2%, 0.2%, 0.8, 52, 0%, -0.8%, x
COC(=O)c1ccc(C(=O)OC)c(NC(=O)CN2CCC(C)CC2)c1
  1.0%, -11%, -19%, 0%, 1.3%, 4.4, 53, 5%, 0.4%, 0%
CCCCn1c(SCC(=O)NCCc2ccc(OC)c(OC)c2)nc2c1c(=O)n(C)c(=O)n2C
  -1.3%, -8%, -10%, -11%, -0.3%, 2.6, 76, -1%, -0.7%, -1%
Cc1ccc(C(=O)Nc2ccc(C(=O)O)cc2)cc1S(=O)(=O)NCc1ccccc1
  0.0%, 2%, 3%, 19%, -0.2%, -1.5, 97, 4%, 5.5%, 4%
CCOc1c(C)cnc2c1c(=O)n(Cc1ccccc1F)c(=O)n2C
  0.5%, 3%, u, 3%, 0.3%, 0.7, 68, -4%, 0.0%, 2%
Cc1nn(-c2ccccc2)c(N2CCCC2)c1/C=N/n1cnc2scc(-c3ccccc3)c2c1=O
  0.2%, -2%, 11%, 7%, 0.2%, 17, 39, 1%, -0.5%, -2%
Cc1cccc(C)c1OCc1cc(C(=O)N2CCNC(=O)C2)no1
  0.7%, -10%, 6%, -3%, -0.1%, 1.0, 63, -2%, 0.8%, -2%
COc1cccc(NC(=O)CCNS(=O)(=O)c2ccc(Br)s2)c1
  -0.3%, 0%, 11%, -5%, 0.2%, 0.6, 41, -2%, 0.9%, 2%
